# D2 agonist – agonists of human D2 dopamine receptor. HEK293 T-REx D2 cells, calcium flux agonist mode. 340,000 tested, 0.53% active. activation, % at 2 µM. AID 485358;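 active means activation over 3 SD above normal in the single-dose calcium agonist read, cut at about 30% in these data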; further: 0% is about no effect
#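 Calcium-flux readout, 1 cycle/sec over 180 s following compound pin transfer, in inducible HEK293 Trex D2 cells (force-coupled); dopamine controls included. Positive calcium responses during this window marked compounds as potential agonists.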
# D2 antagonist – antagonizes the human D2 dopamine receptor. inhibition, % at 10 µM. HEK293 TREx D2 cells, calcium flux, dopamine EC80. P14416. 340,000 tested, 2% active. AID 485344; in the data active means inhibition above about 30%; further: 0% is about no effect
#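 Compounds are added to dye-loaded, induced HEK293 T-REx cells coupled to calcium release via D2; after a 3 min kinetic read an EC80 dopamine stimulus is given and fluorescence is recorded for 3 more min.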
# Vif-APOBEC3G blk – Vif-A3G binding inhibition; HeLa A3G-eYFP + Vif (tagged APOBEC3G with the HIV-1 protein that degrades it), YFP fluorescence, overnight; Potency, µM (top dose mostly 46.1 µM), for inactives: at the top dose activity, negative = active, usual class: inhibitors; 410,000 tested, 0.076% active;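 further: potency means the concentration at half of the fitted maximal effect; on the % scale 0 is the no-effect control and ±100 the full control effect; nearly all actives have a fitted effect of over 60% in size; hits raise eYFP signal because A3G escapes Vif-driven loss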
# Target sequence (Q9HC16 whole entry, looked up): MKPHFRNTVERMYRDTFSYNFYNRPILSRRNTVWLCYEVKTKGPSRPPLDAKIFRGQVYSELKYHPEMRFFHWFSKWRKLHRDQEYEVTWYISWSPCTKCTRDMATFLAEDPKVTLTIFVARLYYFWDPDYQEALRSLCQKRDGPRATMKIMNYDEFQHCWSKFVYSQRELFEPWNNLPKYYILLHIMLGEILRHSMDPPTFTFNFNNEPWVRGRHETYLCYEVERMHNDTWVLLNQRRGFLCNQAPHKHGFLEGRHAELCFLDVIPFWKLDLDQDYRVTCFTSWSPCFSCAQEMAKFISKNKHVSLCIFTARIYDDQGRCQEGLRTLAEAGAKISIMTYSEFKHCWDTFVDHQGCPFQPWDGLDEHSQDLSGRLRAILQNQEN
#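 HeLa cells stably expressing Vif and C-terminally eYFP-tagged A3G, seeded overnight at 37 deg C, then exposed to compound by pintool overnight at 37 deg C. Rise in yellow fluorescence (Ex 488/Em 500-530, Acumen) marks blocked Vif-driven A3G degradation.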
# ALOX12 inh – ALOX12 (human) lipoxygenase inhibition | P18054 | purified 12hLO, xylenol orange hydroperoxide absorbance | Potency, µM (highest dose often 108 µM), inactives show at the highest dose activity change, negative = inhibition, most hits filed as inhibitors | 580,000 tested, 1.1% active; further: potency means the concentration at half of the fitted maximal effect; on the % scale 0 is the no-effect control and ±100 the full control effect
#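 Purified human 12hLO (150 nM final) in 25 mM Hepes, 0.01% Triton X-100, pH 7.0 was preincubated 15 min at room temperature with compound. Then 40 uM arachidonic acid was added, 30 min. Hydroperoxide was read by Fe-XO absorbance ratio 573/405 nm.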
# RGS4 inh – inhibitors of human regulator of G protein signaling 4 | P49798 | Transcreener GDP fluorescence polarization, RGS4-accelerated GTP hydrolysis | Potency, µM (top dose mostly 114 µM), for inactives: at the top dose activity change, negative = inhibition, hits mostly inhibitors | 390,000 tested, 0.039% active; further: potency means the concentration at half of the fitted maximal effect; on the % scale 0 is the no-effect control and ±100 the full control effect; nearly all actives have a fitted effect of over 75% in size; some results filed as inactive show a strong effect at the top dose
# Target sequence (P49798 whole entry, looked up): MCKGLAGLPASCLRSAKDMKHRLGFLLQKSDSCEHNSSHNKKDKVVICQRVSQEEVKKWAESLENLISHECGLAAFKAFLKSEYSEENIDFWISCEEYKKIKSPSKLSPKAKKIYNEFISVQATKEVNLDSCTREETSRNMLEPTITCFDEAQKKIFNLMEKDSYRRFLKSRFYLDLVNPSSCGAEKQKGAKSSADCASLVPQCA
#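 MLSMR compounds (23 nl, pin-transferred) preincubated 10 min at room temperature with a 500nM (2x) first reagent, then RGS4 at 900nM (2x) plus Transcreener GDP mix added; fluorescence polarization (620/688 nm) read before and after 90 min at 30 °C.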
# Vif-A3F inh – Vif-A3F binding inhibition; HeLa A3F-eYFP + Vif (tagged APOBEC3F with the HIV-1 protein that degrades it), YFP fluorescence increase; Potency, µM (top dose mostly 46.1 µM), inactives show at the top dose activity, negative = active; 390,000 tested, 0.2% active; AID 602313; further: potency means the concentration at half of the fitted maximal effect; % of control where 0% means no effect; nearly all actives have a fitted effect of over 65% in size
#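 HeLa cells stably expressing A3F-eYFP plus Vif, plated and incubated overnight at 37 deg C, then exposed to compounds overnight at 37 deg C. Blocked degradation read as raised yellow fluorescence (Ex 488/Em 500-530).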
# Glioma ERSR ind – inducers of ER stress response in human glioma cells; U87-MG GRP78 promoter luciferase reporter, 16 h; Potency, µM, for the others: top-dose activation, hits mostly activators; 420,000 tested, 0.02% active; further: potency means the concentration at half of the fitted maximal effect; series mostly up to about 76 µM; % of control where 0% means no effect; nearly all actives have a fitted effect of over 35% in size
#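 Stably transfected U87-MG glioma cells carrying a GRP78-based luciferase sensor; 16 h compound incubation. Luminescence end-point read 10 min after Bright-Glo addition at room temperature.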
# LDHA block – blocks human lactate dehydrogenase A. purified LDHA, NADH/diaphorase-resazurin fluorescence; stronger effect = lower value. 480,000 tested, 0.15% active. P00338. activity change, % (values are at about 110 or 230 µM); in the data active means activity change below about -30%; inconclusive means mostly about -25% to -30%;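 further: plate controls were DMSO wells for no effect and wells without enzyme for full effect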
#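 Enzyme activity of human lactate dehydrogenase 5 (2 nM; 0.06 mM NADH, 0.2 mM pyruvate, 5 min, RT) is measured via a resazurin/diaphorase fluorescence readout of residual NADH.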
# ERG-DNA inh – blocks human ERG Ets domain binding to DNA; P11308; fluorescence polarization, His-ERG Ets domain / labelled DNA; Potency, µM (doses to about 76.9 µM), without a hit: at the top dose FP activity, negative = inhibition, usual class: inhibitors; 370,000 tested, 0.028% active; active means well fitted inhibition curve with a large enough effect in the polarisation, with a control signal flat; inconclusive means small, poorly fitted or top-dose-only effect, or effect the other way, or a change in a side signal; inactive means no such curve, though single readings can be large or run the other way; the % refers to the polarisation;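 further: polarization taken with two DNA probes labelled with fluorescein and Texas red; potency means the concentration at half of the fitted maximal effect; % of control where 0% means no effect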
# Target sequence (P11308 whole entry, looked up, the tested form may be a part): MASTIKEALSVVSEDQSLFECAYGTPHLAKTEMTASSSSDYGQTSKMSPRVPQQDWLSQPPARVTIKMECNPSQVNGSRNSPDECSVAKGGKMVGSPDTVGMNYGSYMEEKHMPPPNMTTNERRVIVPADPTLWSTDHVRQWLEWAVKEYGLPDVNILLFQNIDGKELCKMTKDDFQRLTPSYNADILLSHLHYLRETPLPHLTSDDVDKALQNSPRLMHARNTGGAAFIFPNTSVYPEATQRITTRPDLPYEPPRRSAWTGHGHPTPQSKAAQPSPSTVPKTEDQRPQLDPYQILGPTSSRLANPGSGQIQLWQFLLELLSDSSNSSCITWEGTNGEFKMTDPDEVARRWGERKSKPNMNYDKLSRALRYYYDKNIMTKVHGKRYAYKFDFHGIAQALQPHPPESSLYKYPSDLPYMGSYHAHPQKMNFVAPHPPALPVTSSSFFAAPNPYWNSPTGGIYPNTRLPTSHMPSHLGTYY
#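 His-tagged ERG Ets domain (1 uM in the protein solution; 300mM KCl, 50mM Tris-HCl, 1mM EDTA, 1mM DTT, pH 7.5) received compound, then a probe mix of 5 nM fluorescein-DNA and 100nM Texas-615-DNA. Fluorescence polarization was read for both dyes.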
# * hit, by the source's call; i = inactive; ? = inconclusive; nt = no result given; [ ] = another dose, or the depositor's remark. Unless noted, the call rests on the fitted dose curve; in most records, active means well fitted curve in the direction sought with a large enough effect; inconclusive means small, poorly fitted or top-dose-only effect, or another doubt; inactive means no such curve, though single readings can be large; an effect the other way counts as inactive or inconclusive. These rows are one share of the data, so the mix of outcomes need not match the whole.
Molecule,D2 agonist,D2 antagonist,Vif-APOBEC3G blk,ALOX12 inh,RGS4 inh,Vif-A3F inh,Glioma ERSR ind,LDHA block,ERG-DNA inh
CC(C)(C)c1cc(-c2ccccc2)n[nH]1,-0.1,-7,0%,12%,0%,-15%,5%,-3,-11%
COCCN(C(=O)COC(=O)c1sccc1C)c1c(N)n(Cc2ccccc2)c(=O)[nH]c1=O,0.6,-10,0%,17%,24%,-7%,-4%,-12,2%
CC1(C)Cc2c(c(=S)nc(-c3ccccc3)n2CCCN2CCOCC2)CO1,0.7,9,0%,10%,?,-1%,2%,-5,-4%
CCCC(=O)Nc1sc2c(c1C#N)CCCCC2,-0.3,-2,-10%,i,-6%,1%,-9%,-4,12%
O=C(OCc1c(F)cccc1Cl)c1cc([N+](=O)[O-])ccc1N1CCOCC1,0.6,-4,-9%,-19%,15%,-6%,-2%,-7,6%
COc1ccc(S(=O)(=O)N2CCN(C/C=C/c3ccccc3)CC2)cc1NC(C)=O,-0.2,-4,-2%,6%,36%,1%,-8%,-4,-2%
COc1ccc(-c2c(C)nn3c4c(cnc23)C(=O)CC(c2ccccc2)C4)cc1 (configuration not stated),-1.2,nt,-1%,-18%,-34%,0%,-2%,-2,0%
CCOC(=O)C1CCN(C(=O)COC(=O)CCOc2ccc(C)cc2)CC1,-1.5,3,0%,0%,10%,-6%,-3%,-5,3%
COC(=O)COc1ccccc1C(N)=O,-0.1,-3,3%,-7%,-13%,-4%,-1%,0,1%
Cc1nn(CCCC(=O)Nc2ccccn2)c(C)c1[N+](=O)[O-],1.5,1,1%,-2%,-1%,?,-4%,-3,-4%
O=C(CCSc1ccc(Cl)cc1)N1CCN(S(=O)(=O)c2ccccc2)CC1,0.6,-11,-2%,193%[activator],-41%,-5%,-2%,-7,21%
CC(C)(C)NC(=O)Cn1c(=O)c(=O)n(Cc2ccccc2)c2ccc(Cl)cc21,0.4,9,-4%,-18%,-31%,1%,-1%,-3,-3%
O=C(CCC1N=C2c3ccccc3N=C(SCC(=O)Nc3ccccc3F)N2C1=O)NCc1ccccc1 (configuration not stated),-1.9,nt,3%,-1%,11%,3%,-2%,-8,0%
CCN(CC(=O)Nc1ccc(OC)cc1)C(=O)C1CCN(C(=O)c2ccc(Cl)cc2)CC1,0.8,-18,2%,350%[activator],17%,-4%,1%,-9,-2%
CCc1cccc(C)c1NC(=O)c1ccc2c(c1)CCN2S(=O)(=O)CC,16,nt,2%,-23%,?,0%,-2%,-3,-9%
Cc1ccc(C(=O)Nc2cccc3[nH]c(C(F)(F)F)nc23)cc1,0.6,34*,0%,0%,-3%,-3%,0%,7,4%
O=C(CCNS(=O)(=O)c1ccccc1Cl)N1CCN(c2ccccn2)CC1,0.0,-18,-1%,-3%,-26%,1%,-1%,-3,nt
N#Cc1ccccc1S(=O)(=O)N1CCN(C(=O)c2cc(-c3ccccc3)nn2-c2ccccc2)CC1,-0.1,-16,-1%,-13%,-21%,0%,-2%,-1,15%
COC(=O)Cn1c(N)[n+](Cc2ccccc2)c2ccccc21,0.7,-8,-6%,4%,15%,6%,-1%,-11,0%
O=C(CNC(=O)c1ccco1)Nc1ccc(OC(F)F)cc1,0.1,1,2%,0%,9%,1%,?,0,5%

# In the list so far, 2 have a nitro group on carbon.
Molecule,D2 agonist,D2 antagonist,Vif-APOBEC3G blk,ALOX12 inh,RGS4 inh,Vif-A3F inh,Glioma ERSR ind,LDHA block,ERG-DNA inh
O=C(OCc1c(F)cccc1Cl)c1cc([N+](=O)[O-])ccc1N1CCOCC1,0.6,-4,-9%,-19%,15%,-6%,-2%,-7,6%
Cc1nn(CCCC(=O)Nc2ccccn2)c(C)c1[N+](=O)[O-],1.5,1,1%,-2%,-1%,?,-4%,-3,-4%

# (continued)
Molecule,D2 agonist,D2 antagonist,Vif-APOBEC3G blk,ALOX12 inh,RGS4 inh,Vif-A3F inh,Glioma ERSR ind,LDHA block,ERG-DNA inh
CCOc1ccccc1C(=O)OCC(=O)Nc1cccc(S(=O)(=O)N2CCCC2)c1,nt,nt,-4%,29%,-1%,1%,-2%,-7,-16%
Nc1nc(Br)c2c(F)cccc2c1-c1ccc(Cl)cc1,nt,nt,0%,-6%,37%,-21%,18%,3,-1%
COC(=O)c1ccc2ccn(CC(=O)NC3CCCCC3)c2c1,3.1,27,0%,1%,-4%,-8%,-5%,-1,0%
N/C(=N\OC(=O)C(c1ccccc1)c1ccccc1)c1ccccn1,nt,nt,0%,433%[activator],0%,2%,-4%,-6,5%
S=c1[nH]nc(-c2ccccn2)n1/N=C/c1ccc(-c2ccccc2Cl)o1,-0.7,2,-2%,?,?,16%,4%,-11,-11%
CC(NC(=O)[C@@H](NC(=O)[C@@H]1Cc2ccccc2CN1)C(C)C)c1ccccc1 (some centres not stated),0.3,1,0%,8%,8%,0%,1%,1,13%
CCOC(=O)COn1c(=O)c(-c2ccccc2)[n+]([O-])c2ccccc21,-2.5,26,1%,0%,6%,-7%,-2%,-5,5%
Cc1ccc(NC(=O)C2CCCN2S(=O)(=O)c2cccc3cccnc23)cc1C (configuration not stated),0.0,nt,3%,-3%,11%,1%,-3%,-8,1%
CCOC(=O)C1=C(C)OC(N)=C(C#N)C1c1cc2ccccc2nc1N1CCCCC1 (configuration not stated),-1.2,-10,-5%,nt,-25%,-12%,2%,13,0%
COC(=O)c1cn(C(=O)c2ccc(C)c(C)c2)c2ccccc12,-0.3,-19,-3%,21%,1%,-4%,0%,-1,-5%
c1ccc2c(c1)nc(N1CCOCC1)c1nncn12,0.4,-5,-6%,3%,-8%,0%,0%,-2,1%
Cc1ccsc1CNC(=O)C1(C)CCN1C(C)C (configuration not stated),nt,nt,4%,28%,nt,nt,0%,-6,nt
CCOC(=O)c1cc(-c2ccccc2)nc2c(O)cccc12,nt,nt,-7%,10%,-26%,1%,-3%,6,0%
C[C@@H]1CN(c2nc3nonc3nc2N2CCSCC2)C[C@H](C)O1,-0.3,8,1%,5%,3%,-1%,0%,-5,12%
Fc1ccc(CN2CCCN(Cc3nc(-c4ccc5c(c4)OCO5)no3)CC2)cc1,0.3,1,5%,3%,5%,2%,2%,-19,0%
CC(C)(C)S(=O)N1Cc2cc(C(=O)N3CCOCC3)nc(-c3cccc(Br)c3)c2[C@H]1CCO (some centres not stated),nt,nt,-4%,5µM*,nt,nt,0%,5,nt
O=C(NC1CCCCC1)NC1CCN(S(=O)(=O)Cc2ccccc2)CC1,1.1,-8,2%,188%[activator][57.4 µM],15%[11.4 µM],-2%,-3%,-1,-20%
O=C(Nc1ccc(C(=O)OCc2cc(=O)n3nc(C4CC4)sc3n2)cc1)c1cccc(F)c1,13,nt,0%,-11%,-5%,1%,-1%,4,1%
O=C(COC(=O)c1ccccc1-c1nc2ccccc2s1)NC1CCS(=O)(=O)C1 (configuration not stated),0.1,32*,0%,-3%,17%,-6%,-2%,-9,7%
CCC1(c2ccccc2)NC(=O)N(CC(=O)Nc2cc(Cl)ccc2N2CCOCC2)C1=O (configuration not stated),4.9,0,-6%,?,-16%,1%,-3%,1,8%

# Records listed so far printed as active in ALOX12 inh.
Molecule,D2 antagonist,ALOX12 inh,RGS4 inh,Vif-A3F inh,Glioma ERSR ind,LDHA block,ERG-DNA inh
CC(C)(C)S(=O)N1Cc2cc(C(=O)N3CCOCC3)nc(-c3cccc(Br)c3)c2[C@H]1CCO (some centres not stated),nt,5µM*,nt,nt,0%,5,nt

# Next section:
structure	D2 agonist	D2 antagonist	Vif-APOBEC3G blk	ALOX12 inh	RGS4 inh	Vif-A3F inh	Glioma ERSR ind	LDHA block	ERG-DNA inh
Nc1cnc(CNc2ccccc2Cl)cn1	-0.6	18	-4%	?	13%	2%	0%	-9	-7%
CC(C)Cn1c(N)c(C(=O)COC(=O)c2cc(C(F)(F)F)nc3ccccc23)c(=O)n(C)c1=O	-0.1	21	0%	2%	6%	5%	-2%	-3	-1%
CNC(=S)N1CCN(S(=O)(=O)c2ccc3ccccc3c2)CC1	-1.4	10	2%	-5%	-7%	-3%	1%	-7	-16%
Cc1cccc(C(=O)Nc2cccc(OCc3cc(=O)n4c(C)csc4n3)c2)c1	nt	nt	4%	-14%	5%	-16%	2%	4	2%
COc1ccc(C(=O)N2CCC2(C)C(=O)NC(C)C)cc1 (configuration not stated)	nt	nt	2%	-3%	nt	nt	1%	-8	nt
Fc1cc2nccnc2cc1N1CCSCC1	0.8	-4	-4%	-14%	-5%	-4%	0%	1	3%
CSCCC(C(=O)Nc1c(C)cccc1C)N(C)CCc1ccccc1 (configuration not stated)	nt	nt	-3%	-2%	nt	nt	0%	-1	nt
CC(C)c1ccc(S(=O)(=O)Nc2cc3c(cc2NCc2ccccc2)n(C)c(=O)n3C)cc1	-1.0	nt	-16%	?	19%	-8%	-1%	3	-1%
CCOc1cc(C)c(Cl)cc1S(=O)(=O)n1ccnc1	nt	nt	-6%	-11%	30%	-1%	-4%	-6	-3%

# Screens as filed in PubChem.
